DYRK1A inh: Dyrk1A (rat) kinase inhibition | Q63470 | ADP-Glo luminescence, NFATc1 peptide | inhibition, % at 12.5 µM | actives 0.43% (n = 310,000); in the data active = inhibition above about 50%;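 also: plate controls were vehicle with enzyme for no effect and no enzyme for full effect; many of its hits are not listed in these tables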
RGS4 pot: RGS4 potentiation or activation | HEK293 M3R/inducible RGS4, carbachol calcium flux Fluo4; stronger effect = lower value | B-score at 10 µM | actives 0.92% (n = 310,000);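 active = B-score of the integrated calcium signal more than 4 SD below the library mean, with starting fluorescence not abnormally high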;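 also: negative B-score means reduced calcium response which marks RGS4 activation or potentiation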
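Assay system: Inducible-RGS4 HEK293 cells carrying M3 receptor | Schedule: Compound preincubation 20 min at room temperature before agonist | Signal: Kinetic calcium fluorescence imaging with Fluo4-AM dye, 2 µM | Read-out basis: B score from integrated fluorescence ratio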
GSK3beta inhib: blocks human GSK3beta kinase activity; P49841; GST-GSK3beta kinase, ADP-Glo luminescence, 60 min; stronger effect = lower value; activity score (negative = inhibition), % at 10 µM; actives 0.038% (n = 300,000);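 active = more than half of replicate wells score below -50%, meaning over 50% inhibition versus plate controls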;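 also: 0% = median DMSO wells and -100% = median GW8510 positive control wells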
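test system = GST-tagged human GSK3beta kinase, cell-free | reagent = 25 µM ATP with peptide substrate | dosing = one dose of 10 µM per compound | schedule = 60 min reaction, RT | detection = luminescent ADP-Glo measurement of ADP formed | control set = DMSO neutral wells and GW8510 at 20 µM as positive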
HDAC3 inh: blocks human histone deacetylase 3; recombinant HDAC3, fluorogenic peptide/trypsin coupled, fluorescence; inhibition, % at 8.3 µM; actives 0.15% (n = 320,000); in the data active = inhibition above about 26%, passing the limit was not always enough
KCNK3 block: human KCNK3 channel inhibition, primary screen; O14649; CHO-KCNK3 thallium flux, FluxOR fluorescence; stronger effect = lower value; B-score at 10 µM; actives 0.84% (n = 340,000); AID 602410;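 active = B-score under library mean minus 4 SD, starting fluorescence ratio at most library mean plus 5 SD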;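 also: more negative B-score means stronger inhibition of thallium flux through KCNK3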
KCNK9 block: human KCNK9 channel inhibition; Q9NPC2; HEK293 KCNK9, FluxOR thallium flux fluorescence; stronger effect = lower value; B-score at 10 µM; actives 1.2% (n = 310,000); AID 488922;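 active = ratio B-score over 3 SD below the library mean, with starting fluorescence within 5 SD of its mean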;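 also: negative B-score means less thallium flux so channel inhibition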
hERG protect: compounds protecting human hERG from proarrhythmic drug block; Q12809; CHO-hERG, FluxOR thallium flux, dofetilide IC70 present; activation (rescue from dofetilide block), less the hit threshold, % at 10 µM; actives 0.51% (n = 310,000);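 active = activation above the mean of controls blocked by dofetilide plus 5 SD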;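 also: thallium influx through hERG after potassium depolarization seen as dye fluorescence rise; in these data hits start at about 4.7%; inactives centre near -7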
KCNQ1 inh: blocks the human KCNQ1 potassium channel; actives 1.3% (n = 310,000); AID 2642; CHO-K1 KCNQ1, FluxOR thallium flux fluorescence; stronger effect = higher value; B-score at 10 µM;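 active = compounds whose thallium flux B-score, printed positive for inhibition, exceeds three library SD while starting fluorescence stays within three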;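 also: channel opened by potassium depolarization with thallium stimulus after 20 min compound exposure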
GSK3A inh: blocks human GSK-3 alpha kinase | P49840 | ADP-Glo luminescence, 60 min | inhibition, % at 10 µM | actives 0.1% (n = 320,000) | AID 2650;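 in the data active = inhibition above about 50%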;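 also: GST-tagged GSK-3 alpha with peptide substrate and 25 µM ATP; 0% = DMSO neutral wells and 100% = GW8510 positive control wells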
Target sequence (P49840 whole entry, looked up): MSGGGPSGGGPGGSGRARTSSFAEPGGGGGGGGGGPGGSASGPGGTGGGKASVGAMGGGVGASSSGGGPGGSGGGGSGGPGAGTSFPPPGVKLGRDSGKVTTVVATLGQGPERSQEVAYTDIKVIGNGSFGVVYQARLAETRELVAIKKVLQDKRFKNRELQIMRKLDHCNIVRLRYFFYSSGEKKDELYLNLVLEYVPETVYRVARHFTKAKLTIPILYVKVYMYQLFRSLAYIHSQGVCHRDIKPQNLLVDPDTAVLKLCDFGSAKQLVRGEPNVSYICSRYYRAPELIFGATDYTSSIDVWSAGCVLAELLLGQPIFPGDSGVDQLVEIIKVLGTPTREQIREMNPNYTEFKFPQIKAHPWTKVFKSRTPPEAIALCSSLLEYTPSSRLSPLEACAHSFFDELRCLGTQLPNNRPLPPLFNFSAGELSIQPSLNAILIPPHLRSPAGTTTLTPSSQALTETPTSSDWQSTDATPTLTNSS
PolyA inhibitor: inhibitors of polyadenylation in S. cerevisiae. actives 0.02% (n = 300,000). AID 1875. calls only at 12 µM. S. cerevisiae SKY197-pL101 polyadenylation reporter, beta-gal luminescence; efflux-impaired pdr1/pdr3 knockout yeast; score 100 = 6 SD above DMSO;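 active = lowest replicate activity score at least 50, where 100 means six control SD above control mean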;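 also: yeast exposed to compound for 9 h at 30 °C; higher score means more reporter readthrough which indicates perturbed polyadenylation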
KCNQ1 pot: potentiates or activates the human KCNQ1 potassium channel; P51787; CHO-K1 KCNQ1, thallium flux FluxOR fluorescence; stronger effect = higher value; B-score at 10 µM; actives 0.35% (n = 310,000); AID 2648;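 active = fluorescence ratio B-score, a plate-corrected score, at least three library SD, with initial intensity B-score within 5 SD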
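Medium – assay buffer, equal DMSO in all wells · Material – CHO-K1 cell line with stable KCNQ1 potassium channel expression · Signal – kinetic FluxOR thallium fluorescence, 10-s 1-Hz baseline, 110-s post-stimulus read · Compound – single concentration per compound, DMSO matched to controls · Schedule – 37 °C overnight plating, 90-min dark dye load, 20-min compound pretreatment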
An asterisk follows results filed as active; i = inactive; . = not tested or not shown; & = joins results of further samples. Some of the compounds tested, so the mix of outcomes need not match the whole.

Each structure is followed by: DYRK1A inh | RGS4 pot | GSK3beta inhib | HDAC3 inh | KCNK3 block | KCNK9 block | hERG protect | KCNQ1 inh | GSK3A inh | PolyA inhibitor | KCNQ1 pot
- CCC(=O)Nc1cccc(-c2nnc(SCC(=O)NCc3ccco3)n2C)c1
    0.6 | i | 0.7 | 8.9 | i | i | -8.4 | i | -2.6 | i | i
- O=C(C1CC1)N(CCc1ccccc1)Cc1nc2ccccc2c(=O)[nH]1
    -2.5 | i | 3.2 | -14.5 | i | i | -5.0 | i | -2.4 | . | i
- O=c1[nH]c(-c2ccco2)nc2sc3c(c12)CCCC3
    -0.3 | i | -11.0 | 3.9 | i | i | -5.0 | i | -1.0 | i | i
- CCN(CC)c1ccc(/C=N/NC(=O)CNC(=O)/C=C/c2ccco2)cc1
    -0.9 | i | -1.2 | 5.0 | i | i | -11.0 | i | 0.6 | i | i
- COc1ccc(Oc2cn[nH]c2-c2ccc(OCC(=O)NN)cc2O)cc1
    3.9 | i | 0.1 | 2.3 | i | i | -6.3 | i | -1.6 | i | i
- Cc1onc(-c2c(F)cccc2Cl)c1C(=O)O/N=C(\N)c1ccc([N+](=O)[O-])o1
    . | i | 0.8 | 1.6 | i | i | -6.2 | i | -1.6 | i | i
- COc1cc([C@@H]2[C@H]3CN(C)CC=C3C(C#N)=C(N)C2(C#N)C#N)cc2c1OCO2
    -1.2&-4.9 | i | 1.5 | -3.0 | i | i | -8.8 | i | -4.4 | i | i
- COc1ccccc1NC(=O)C(C)OC(=O)c1cccc(-n2cnnn2)c1 (stereo unspecified)
    15.4 | i | 5.7 | -2.0 | i | i | -14.1 | i | -1.9 | i | i
- CC(C)[C@H](NC(=O)N1c2ccccc2NC(=O)[C@@H]1C(C)C)C(=O)N[C@H](Cc1ccccc1)C(=O)O
    4.3 | i | -2.1 | 0.5 | i | i | -5.6 | i | -0.7 | i | i
- CN(c1ccc(OCC(=O)N2CCOCC2)cc1)S(=O)(=O)c1ccc(F)cc1
    -2.8 | i | 3.1 | -3.0 | i | i | -11.0 | i | -1.0 | i | i
- CC(Oc1ccccc1Cl)C(=O)Nc1ccc(S(=O)(=O)N2CCCC2)cc1 (stereo unspecified)
    -4.8 | -7.16* | -5.2 | . | i | i | -8.0 | i | . | i | i
- CCC1CCCCN1CCCNC(=O)Cn1ncc2c(C)n(Cc3ccccc3Cl)c(C)c2c1=O (stereo unspecified)
    -3.5 | i | -0.4 | 0.7 | i | i | -8.3 | i | -0.3 | i | i
- S=C(Nc1ccc(Br)cc1Cl)NN1CCOCC1
    3.7 | i | 1.8 | -2.0 | i | i | -7.1 | i | -1.9 | i | i
- Cc1cc(C(=O)N/N=C/c2ccc([N+](=O)[O-])cc2)c(C)o1
    -3.1 | i | 3.6 | -0.8 | i | i | -12.1 | i | -2.1 | . | i
- CCOc1cccc(/C=N/Nc2nc(N3CCCC3)nc(N3CCCC3)n2)c1O
    -6.5 | i | 2.3 | -10.1 | i | i | -13.5 | i | . | i | i
- O=C(Nn1cnc2ccccc2c1=O)c1ccccc1Cl
    1.2 | i | 1.0 | 0.4 | i | i | 0.9 | i | -4.6 | i | i
- O=C(CCCC(=O)N1CCN(c2ccc([N+](=O)[O-])cc2)CC1)c1ccccc1
    1.3 | i | -2.2 | 6.5 | i | i | -7.2 | i | -0.2 | i | i
- CCOc1ccc(S(=O)(=O)N2CCN(C)CC2)c(C)c1C
    -6.4 | i | -5.1 | 5.1 | i | i | -3.0 | i | -3.8 | i | i
- COc1ccccc1COCC(O)CN1CCCCC1CO (stereo unspecified)
    -4.4 | i | 0.5 | 0.7 | i | i | -1.2 | i | 0.2 | i | i
- COCCCN1C(=O)C(=O)/C(=C(/O)c2ccc(OC)cc2)C12C(=O)N(C)c1ccccc12 (stereo unspecified)
    5.5 | i | 0.2 | 2.1 | i | i | -10.4 | i | . | i | i

Some of the entries so far, with tabs:
SMILES	DYRK1A inh	RGS4 pot	GSK3beta inhib	HDAC3 inh	KCNK3 block	KCNK9 block	hERG protect	KCNQ1 inh	GSK3A inh	PolyA inhibitor	KCNQ1 pot
CC(C)[C@H](NC(=O)N1c2ccccc2NC(=O)[C@@H]1C(C)C)C(=O)N[C@H](Cc1ccccc1)C(=O)O	4.3	i	-2.1	0.5	i	i	-5.6	i	-0.7	i	i
CN(c1ccc(OCC(=O)N2CCOCC2)cc1)S(=O)(=O)c1ccc(F)cc1	-2.8	i	3.1	-3.0	i	i	-11.0	i	-1.0	i	i
CC(Oc1ccccc1Cl)C(=O)Nc1ccc(S(=O)(=O)N2CCCC2)cc1 (stereo unspecified)	-4.8	-7.16*	-5.2	.	i	i	-8.0	i	.	i	i
CCC1CCCCN1CCCNC(=O)Cn1ncc2c(C)n(Cc3ccccc3Cl)c(C)c2c1=O (stereo unspecified)	-3.5	i	-0.4	0.7	i	i	-8.3	i	-0.3	i	i
S=C(Nc1ccc(Br)cc1Cl)NN1CCOCC1	3.7	i	1.8	-2.0	i	i	-7.1	i	-1.9	i	i
Cc1cc(C(=O)N/N=C/c2ccc([N+](=O)[O-])cc2)c(C)o1	-3.1	i	3.6	-0.8	i	i	-12.1	i	-2.1	.	i
CCOc1cccc(/C=N/Nc2nc(N3CCCC3)nc(N3CCCC3)n2)c1O	-6.5	i	2.3	-10.1	i	i	-13.5	i	.	i	i
O=C(Nn1cnc2ccccc2c1=O)c1ccccc1Cl	1.2	i	1.0	0.4	i	i	0.9	i	-4.6	i	i
O=C(CCCC(=O)N1CCN(c2ccc([N+](=O)[O-])cc2)CC1)c1ccccc1	1.3	i	-2.2	6.5	i	i	-7.2	i	-0.2	i	i

Following part:
Each structure is followed by: DYRK1A inh | RGS4 pot | GSK3beta inhib | HDAC3 inh | KCNK3 block | KCNK9 block | hERG protect | KCNQ1 inh | GSK3A inh | PolyA inhibitor | KCNQ1 pot
- Cc1ccc(C)c(NC(=O)CSc2nnc(-c3ccccc3C)o2)c1
    1.6 | i | -1.5 | 6.4 | i | i | -13.0 | i | -1.8 | i | i
- CCS(=O)(=O)c1nc(S(=O)(=O)c2ccc(Cl)cc2)c(NCCCN2CCCC2=O)s1
    4.9 | i | 4.7 | 4.0 | i | i | -6.0 | i | 0.3 | i | i
- CN(C)C(=O)COc1ccc(S(=O)(=O)c2ccc(OCC(=O)N(C)C)cc2)cc1
    1.9 | i | -1.2 | -3.1 | i | i | -1.5 | i | -2.7 | i | i
- CCCC(C(=O)NCc1ccco1)N(C(=O)CNS(=O)(=O)c1ccccc1)C1CCCC1 (stereo unspecified)
    -8.1 | i | 1.2 | -2.5 | i | i | -3.8 | i | 2.3 | i | i

High-throughput results deposited in PubChem by several laboratories.
